PLK1 PBD inh – Plk1 (human) PBD binding inhibition. AID 693. hit rate 0.13% among 97,000. Plk1 PBD phosphopeptide binding, fluorescence polarization. inhibition, %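 (tested at about 20 µM)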; in the data active means inhibition above about 34%, passing the limit was not always enough
ERa SRC1 pot – ER-alpha (human) coactivator binding potentiation | AID 639 | hit rate 1.3% among 86,000 | coactivator binding (% of control), % at 25.6 µM | P03372 | TR-FRET ERalpha-LBD/SRC-Cy5 coactivator binding, 2 h; 100 = basal binding, no effect; in the data active means activity above about 200%;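 further: binding measured in presence of low estradiol as agonist stimulus; 0% = peptide alone without receptor and 100% = receptor with peptide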
ERb coact inh – blocks coactivator binding to human estrogen receptor beta; Q92731; TR-FRET ER-beta LBD / SRC1-Cy5 peptide binding; receptor agonist-loaded with 1 µM estradiol; inhibition, % at 25.6 µM; hit rate 1.3% among 86,000; AID 633;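 active means compounds whose percent inhibition of the receptor-coactivator binding signal exceeds about 50% in the single-dose screen, limit read from the data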;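 further: 0% = receptor plus peptide wells without compound and 100% = peptide-only wells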
Mac1 fbg enh – increases human CD11b/CD18 adhesion to fibrinogen | hit rate 0.07% among 93,000 | activation, % at 10 µM | K562 CD11b/CD18 adhesion to fibrinogen, ATPlite luminescence | AID 1499;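 active means 10 µM primary screen giving 50% or more activity, confirmed by 40% or more on retest at that dose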; further: strong numbers were not always called active; reference of the scale not given here
Target sequence (P05107 whole entry, looked up, other chains not shown): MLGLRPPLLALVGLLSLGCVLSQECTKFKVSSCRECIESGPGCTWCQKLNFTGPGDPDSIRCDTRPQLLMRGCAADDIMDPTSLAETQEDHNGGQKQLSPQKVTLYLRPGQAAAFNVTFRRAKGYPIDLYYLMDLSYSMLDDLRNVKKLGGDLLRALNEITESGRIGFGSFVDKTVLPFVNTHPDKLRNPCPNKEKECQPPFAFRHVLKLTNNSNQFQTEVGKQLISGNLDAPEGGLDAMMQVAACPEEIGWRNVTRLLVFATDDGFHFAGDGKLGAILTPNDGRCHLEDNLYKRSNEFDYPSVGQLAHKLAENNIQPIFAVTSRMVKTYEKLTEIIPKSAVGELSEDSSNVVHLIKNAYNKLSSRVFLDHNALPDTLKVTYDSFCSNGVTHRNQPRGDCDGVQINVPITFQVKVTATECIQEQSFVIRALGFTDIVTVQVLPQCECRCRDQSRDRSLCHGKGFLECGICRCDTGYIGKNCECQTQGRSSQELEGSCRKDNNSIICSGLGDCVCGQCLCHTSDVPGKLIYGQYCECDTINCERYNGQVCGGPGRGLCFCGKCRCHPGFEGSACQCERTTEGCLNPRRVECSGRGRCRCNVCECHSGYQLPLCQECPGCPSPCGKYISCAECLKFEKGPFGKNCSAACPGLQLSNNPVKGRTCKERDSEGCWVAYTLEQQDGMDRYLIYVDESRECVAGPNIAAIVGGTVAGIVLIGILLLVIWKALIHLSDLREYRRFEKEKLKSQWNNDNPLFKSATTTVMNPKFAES
PLK1 kinase inh – blocks human PLK1 kinase activity. P53350. recombinant PLK1 kinase, TR-FRET peptide phosphorylation. inhibition, % at 10 µM. hit rate 0.53% among 97,000. AID 619;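 active means inhibition of 50% or more in the single-concentration screen; inactive means inhibition below 50%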;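 further: 0% = DMSO max control and 100% = H-89 dihydrochloride min control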
Rev-RRE block – inhibitors of HIV-1 Rev-RRE RNA interaction; P05866; Rev peptide-RRE RNA binding, FRET; inhibition, % at 8 µM; hit rate 0.79% among 97,000; AID 704;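 active means inhibition above the screen-wide mean plus 3 SD, cut at about 35% in these data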;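 further: 0% = median DMSO wells and 100% = median Neomycin B control wells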
Target sequence (P05866 whole entry, looked up): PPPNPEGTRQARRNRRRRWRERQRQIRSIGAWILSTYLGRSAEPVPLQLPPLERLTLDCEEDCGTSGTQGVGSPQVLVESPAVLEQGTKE
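Probe or stimulus: fluorescein-Rev peptide as binding partner; assay system: Cy5-tagged RRE RNA duplex with fluorescein-tagged Rev peptide; timing: 5 min compound–RNA preincubation, then 15 min with peptide, 25 °C; medium: HEPES pH 7.5 buffer with KCl, MgCl2, NaCl and EDTA; signal: fluorescein-to-Cy5 FRET, 480 nm excitation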
FAK blocker – blocks human focal adhesion kinase activity; Q05397; biochemical FAK kinase activity assay; inhibition, %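 (tested at 7 µM)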; hit rate 0.84% among 97,000; AID 727; in the data active means inhibition above about 19%;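 further: 0% = DMSO and 100% = reference compound high control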
ERa coact inh – ER-alpha (human) coactivator binding inhibition; TR-FRET ER-alpha LBD / SRC-1 peptide, estradiol-bound; inhibition, % at 25.6 µM; hit rate 1.7% among 86,000; AID 629; in the data active means inhibition above about 50%;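 further: 0% = receptor plus peptide control and 100% = peptide only without receptor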
Mac1 fbg inh – CD11b/CD18-fibrinogen binding inhibition; AID 1497; K562 CD11b/CD18 adhesion to fibrinogen, ATPlite luminescence; Mn2+ added to activate the integrin; inhibition, % at 10 µM; P05107+P11215; hit rate 0.54% among 93,000;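 active means primary inhibition of 50% or more at 10 µM, then 40% or more on retest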; further: some results filed as inactive read as strong as hits
Starred values were filed as active, the others as inactive; . = no result given; [ ] = another dose, or the depositor's remark.

PLK1 PBD inh	ERa SRC1 pot	ERb coact inh	Mac1 fbg enh	PLK1 kinase inh	Rev-RRE block	FAK blocker	ERa coact inh	Mac1 fbg inh	SMILES
4	92	-28	-4	-5	2	1	-24	-4	Cc1ccc(-n2cnnn2)c(S(=O)(=O)N2CCOCC2)c1
-15	122	-18[fluorescence artefact?]	-8	3	3	-3	-11	15	CC1CC(C)CN(c2ncc3c(n2)CC(c2ccccc2)CC3=O)C1 (stereo not drawn)
13	.	.	.	6	8	35*	.	.	Cc1cc2nnc(SC(C)C#N)n2c2ccccc12 (stereo not drawn)
-9	100[fluorescence artefact?]	32	36	-5	13	1	23	4	Cc1noc(/C=C/c2ccco2)c1S(=O)(=O)N1CCC(C(=O)N2CCc3ccccc3C2)CC1
-7	102[fluorescence artefact?]	5	0	-13	0	2	8	-6	CCCCn1c(NCc2ccccn2)nc2ccccc21
9	.	.	.	-12	6	2	.	.	O=C(NC1CCCCC1)NC1(C(=O)N2CCN3CCCC3C2)CCCCC1 (stereo not drawn)
12	107[fluorescence artefact?]	-4	.	-6	0	-3	3	.	NC(=O)c1ccccc1N/C=C/C(=O)c1ccc(Cl)cc1Cl
-24	122	-1	4	-4	4	5	-2	-33	O=C(NC1CCCCC1)N1CCN(CCc2ccccc2)CC1
-11	142	-4	0	-9	16	0	9	64*	COc1cc(NC(=O)CSc2ncnc3c2cnn3Cc2ccccc2)cc(OC)c1
-45	.	.	-4	-7	110*[fluorescence artefact?]	-3	.	5	CSc1nnc(C)c(/C=C/Nc2ccc(C)cc2)n1
4	118	-4	0	-20	9	1	1	-18	COc1cccc(-c2nc(S(=O)(=O)c3ccccc3)c(N3CCOCC3)o2)c1
13	98[fluorescence artefact?]	-9	0	-4	4	1	-6	0	CN(Cc1cccs1)C(=O)COc1ccc(-c2nnco2)cc1
39	.	.	4	-5	-2	1	.	-14	O=C(c1ccc(-c2ccc(Cl)cc2)o1)N1CCN(c2ccc([N+](=O)[O-])cc2Cl)CC1
-14	.	.	4	-5	2	-1	.	1	CC(C)(C)c1ccc(COC(=O)CNC(=O)CNC(=O)Cc2ccccc2)cc1
2	88	-25	-2	-8	2	1	3	3	Cc1ccc(-n2nc(C)c3c(C)cc(=O)[nH]c32)cc1
-9	.	.	0	-13	7	-3	.	26	COc1ccc(C)cc1NC(=O)CN1CCN(C/C=C/c2ccccc2)CC1
.	110	2[fluorescence artefact?]	-4	.	.	.	0[fluorescence artefact?]	-3	CC(=O)Nc1cc(NC(C)=O)c(CC(C)C)s1
11	112[fluorescence artefact?]	-8	3	-2	2	-1	-12	-4	COc1ccc(-n2c(=O)[nH]cc(C(=O)N3CCCc4ccccc43)c2=O)cc1
-6	102	-5	7	-2	0	-2	-3	13	COC(=O)CSCC(=O)Nc1cc2c(cc1C(C)=O)OCO2
-9	.	.	-1	-2	3	-7	.	-25	O=C(CN(C(=O)CNC(=O)c1cccs1)c1ccc2c(c1)OCCO2)NC1CCCC1

(further entries)
PLK1 PBD inh	ERa SRC1 pot	ERb coact inh	Mac1 fbg enh	PLK1 kinase inh	Rev-RRE block	FAK blocker	ERa coact inh	Mac1 fbg inh	SMILES
14	.	.	0	-2	-3	-1	.	5	N#CCCN(Cc1ccccc1)C(=S)NC(=O)c1ccccc1
16	110	-5	2	-21	0	-1	-2	-5	O=C(NC1CCCCC1)C1CCC(CNS(=O)(=O)c2cccc3nsnc23)CC1 (stereo not drawn)
-25	84	-1	2	-7	4	2	-2	-22	CC1CC(C)CN(c2ncc3c(n2)CC(c2ccccc2Cl)CC3=O)C1 (stereo not drawn)
19	95[fluorescence artefact?]	-6	.	-9	7	-1	3	.	Cn1c(/C(C#N)=N/O)nc2ccccc21
-2	.	.	.	-3	-3	-1	.	.	CNC(=O)c1csc(-c2ccccc2)n1
5	.	.	.	-12	2	-5	.	.	O=C(NC(Nc1cc(C(F)(F)F)ccc1Cl)C(=O)c1ccccc1)c1ccccc1 (stereo not drawn)
8	.	.	4	-9	-1	-2	.	-28	Cc1ccc(-c2nnc(N(C)C(=O)c3ccccn3)s2)cn1
1	.	.	.	-9	3	1	.	.	CCn1cc(C(=O)C(F)(F)F)c2ccccc21
21	110	-33	-2	-10	3	1	-39	3	CC1=C(C(=O)OC(C)C)C(c2ccncc2)n2ncnc2N1 (stereo not drawn)
8	100	-8	.	-12	4	0	4	.	CC(=O)c1ccc(NC(=O)N[C@@H](Cc2ccccc2)C(=O)O)cc1
-10	108	-12	2	-9	8	0	-11	-16	c1ccc(-c2noc(-c3ccco3)n2)nc1
10	.	.	.	-10	2	-1	.	.	O=C(NCc1ccco1)c1cc(C(=O)C2CC2)c[nH]1
5	112	-4	-2	-12	5	7	-8	-14	CSc1ccn(CCC(=O)O)c(=O)n1
4	91	-4	2	-12	5	-9	3	-15	CCCC12CN3CC(C)(CN(C1)C31C(=O)Nc3ccc(C)cc31)C2=O (stereo not drawn)
-3	122	-4	-2	-16	8	1	0	-4	NC(=O)C1(N2CCCCC2)CCN(CC(=O)Nc2ccccc2-c2ccccc2)CC1
5	113	6	-6	-13	-2	5	-9[fluorescence artefact?]	-7	O=C(NC1CCCCCC1)C1c2ccccc2C(=O)N1Cc1cccnc1 (stereo not drawn)
5	89[fluorescence artefact?]	-5	2	-7	2	2	-2	30	O=C(c1c(Cl)nc2sccn12)N(C(=O)c1c(Cl)nc2sccn12)c1ccc(Cl)cn1
-13	109	-6	-2	-11	-5	-1	13	-5	CCCCCC(C)n1[nH]c(=O)cc1N (stereo not drawn)
13	.	.	.	-8	2	5	.	.	O=C(CN1c2ccccc2Sc2ccccc21)NNC(=S)Nc1ccc(Cl)cc1Cl
-17	.	.	.	-15	4	1	.	.	CCOC(=O)COc1cc(OCC(=O)OCC)c2c(=O)cc(-c3ccccc3)oc2c1

Part of the list above in order of number of heavy atoms, lowest first:
PLK1 PBD inh	ERa SRC1 pot	ERb coact inh	Mac1 fbg enh	PLK1 kinase inh	Rev-RRE block	FAK blocker	ERa coact inh	Mac1 fbg inh	SMILES
5	112	-4	-2	-12	5	7	-8	-14	CSc1ccn(CCC(=O)O)c(=O)n1
-2	.	.	.	-3	-3	-1	.	.	CNC(=O)c1csc(-c2ccccc2)n1
.	110	2[fluorescence artefact?]	-4	.	.	.	0[fluorescence artefact?]	-3	CC(=O)Nc1cc(NC(C)=O)c(CC(C)C)s1
10	.	.	.	-10	2	-1	.	.	O=C(NCc1ccco1)c1cc(C(=O)C2CC2)c[nH]1
8	.	.	4	-9	-1	-2	.	-28	Cc1ccc(-c2nnc(N(C)C(=O)c3ccccn3)s2)cn1
13	98[fluorescence artefact?]	-9	0	-4	4	1	-6	0	CN(Cc1cccs1)C(=O)COc1ccc(-c2nnco2)cc1
4	91	-4	2	-12	5	-9	3	-15	CCCC12CN3CC(C)(CN(C1)C31C(=O)Nc3ccc(C)cc31)C2=O (stereo not drawn)
-25	84	-1	2	-7	4	2	-2	-22	CC1CC(C)CN(c2ncc3c(n2)CC(c2ccccc2Cl)CC3=O)C1 (stereo not drawn)
5	113	6	-6	-13	-2	5	-9[fluorescence artefact?]	-7	O=C(NC1CCCCCC1)C1c2ccccc2C(=O)N1Cc1cccnc1 (stereo not drawn)
-9	.	.	0	-13	7	-3	.	26	COc1ccc(C)cc1NC(=O)CN1CCN(C/C=C/c2ccccc2)CC1
5	.	.	.	-12	2	-5	.	.	O=C(NC(Nc1cc(C(F)(F)F)ccc1Cl)C(=O)c1ccccc1)c1ccccc1 (stereo not drawn)
-17	.	.	.	-15	4	1	.	.	CCOC(=O)COc1cc(OCC(=O)OCC)c2c(=O)cc(-c3ccccc3)oc2c1
-9	100[fluorescence artefact?]	32	36	-5	13	1	23	4	Cc1noc(/C=C/c2ccco2)c1S(=O)(=O)N1CCC(C(=O)N2CCc3ccccc3C2)CC1

Next part.
PLK1 PBD inh	ERa SRC1 pot	ERb coact inh	Mac1 fbg enh	PLK1 kinase inh	Rev-RRE block	FAK blocker	ERa coact inh	Mac1 fbg inh	SMILES
-20	105	5[fluorescence artefact?]	-1	-12	5	3	4[fluorescence artefact?]	0	CCOC(=O)c1[nH]c2ccc(F)cc2c1NC(=O)CCN1CCSCC1
13	91	11	-4	-6	8	0	7	-1	Cc1csc(NC(=O)CSc2nnc(-c3ccoc3C)n2Cc2ccco2)n1
-4	109	-6	1	3	13	0	-8	0	CC1CCN(S(=O)(=O)c2cccc(C(=O)NCc3cccs3)c2)CC1
-1	92	-10[fluorescence artefact?]	5	-9	1	-1	-27	-8	Cc1cccc(OCC(=O)Nc2ccc3c(c2)OCCO3)c1
-37	114	0	1	4	10	1	-1	7	COc1ccc(OC)c(NC(=O)C2CCCN(S(=O)(=O)c3cccc4cccnc34)C2)c1 (stereo not drawn)
11	126	6[fluorescence artefact?]	-4	-9	5	11	10	6	O=C(Nc1c2c(nn1-c1ccc(F)cc1)CS(=O)(=O)C2)C12CC3CC(CC(C3)C1)C2
17	91	22	-2	-7	1	1	-7	-13	Cc1nc2nc(-c3ccccc3)[nH]n2c(=O)c1C
-18	104	1	0	-9	6	3	1	-24	CCNC(=O)C1CC(=O)N(Cc2ccc3c(c2)OCO3)C(=Nc2ccc(F)cc2)S1 (stereo not drawn)
.	106	0	2	.	.	.	-8	7	Cc1ccccc1N(CC(=O)Nc1ccc(F)cc1)S(C)(=O)=O
4	98	18[fluorescence artefact?]	.	-10	2	1	-20[fluorescence artefact?]	.	C=C(C)C1CC=C(C)/C(=N/NC(=O)COc2cccc3ccccc23)C1 (stereo not drawn)
-9	94	1	-5	-7	36*	-2	4	3	COCC(=O)Nc1nc2n(n1)C(c1ccc(Cl)cc1)CC(c1ccc(OC)cc1)N2 (stereo not drawn)
-5	106	0	.	-10	12	-3	-7	.	Cc1ccc(C(=O)NCC(C)(C)O)cc1
-11	96	-4[fluorescence artefact?]	4	8	1	-2	3[fluorescence artefact?]	14	CCOc1ccc(C(=O)N2CCN(c3cccc(C)c3C)CC2)cc1
-2	109[fluorescence artefact?]	4[fluorescence artefact?]	-5	-2	5	1	4[fluorescence artefact?]	1	O=C(CC1SC(=Nc2ccccc2)N(CCCCO)C1=O)NCc1ccccc1 (stereo not drawn)

Assay outcomes deposited in PubChem BioAssay by several laboratories.

An unsorted share of the library (roughly 4.7% active in at least one column).
